EBV gp42 block: inhibitors of Epstein-Barr virus glycoprotein 42; Fluorescence polarization binding assay, mP read-out; AID 1085; Q1HVG2; inhibition, % (tested at 21.74 µM); actives 0.42% (n = 220,000); in the data active means inhibition above about 50%
Runt-SMMHC FRET: inhibitors of human RUNX1 Runt domain binding to CBFb-SMMHC; AID 1434; Cerulean-Runt/Venus-CBFb-SMMHC FRET ratio 530/480, 1 h; inhibition, % at 20 µM; Q01196+Q13951; actives 0.74% (n = 220,000);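 active means mean inhibition across duplicate retests at 20 µM reaching about 50%, limit read from the data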;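 further: 0% = DMSO wells and 100% = wells with excess untagged CBFb-SMMHC; inhibitors lower the FRET ratio by blocking Runt binding to CBFb-SMMHC; some results filed as inactive read as strong as hits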
Target sequence (Q01196 whole entry, looked up, the tested form may be a part): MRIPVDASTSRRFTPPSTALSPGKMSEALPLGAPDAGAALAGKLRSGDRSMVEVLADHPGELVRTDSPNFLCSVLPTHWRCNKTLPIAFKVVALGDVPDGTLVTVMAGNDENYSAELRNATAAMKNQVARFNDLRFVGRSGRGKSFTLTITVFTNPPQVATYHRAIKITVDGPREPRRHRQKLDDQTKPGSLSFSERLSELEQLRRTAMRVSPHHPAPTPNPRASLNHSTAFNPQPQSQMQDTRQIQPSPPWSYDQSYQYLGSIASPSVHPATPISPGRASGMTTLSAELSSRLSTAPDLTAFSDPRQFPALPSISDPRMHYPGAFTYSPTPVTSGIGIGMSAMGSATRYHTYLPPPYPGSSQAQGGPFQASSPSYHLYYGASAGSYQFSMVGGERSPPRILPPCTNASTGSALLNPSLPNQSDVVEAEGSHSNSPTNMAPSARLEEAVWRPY
Target sequence (Q13951 whole entry, looked up, the tested form may be a part): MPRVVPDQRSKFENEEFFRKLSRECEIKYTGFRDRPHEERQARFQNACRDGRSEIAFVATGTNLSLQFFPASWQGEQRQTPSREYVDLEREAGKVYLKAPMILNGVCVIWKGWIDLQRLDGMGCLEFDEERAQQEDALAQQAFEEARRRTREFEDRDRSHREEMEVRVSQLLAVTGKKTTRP
m-calpain inh: calpain II (pig) inhibition; purified calpain II, fluorogenic peptide substrate, 30 min; inhibition, % at 16 µM; actives 0.37% (n = 220,000);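 active means inhibition above about 50%, limit read from the data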
p97 inhibitor: inhibitors of human p97 ATPase. P55072. inhibition, % at 8 µM. actives 0.42% (n = 220,000). recombinant p97 ATPase, Kinase-Glo ATP luminescence, 3 h; in the data active means inhibition above about 15%;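 further: 0% = DMSO vehicle and 100% = wells lacking enzyme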
RBBP9 inh: inhibitors of human serine hydrolase RBBP9; AID 1515; O75884; inhibition, % at 7.94 µM; actives 0.2% (n = 220,000); recombinant RBBP9, FP-Rh probe fluorescence polarization;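 active means inhibition above the campaign mean of all tested compounds plus 3 SD, cut at about 14% in these data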;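 further: plate controls were DMSO wells with RBBP9 for no effect and wells lacking RBBP9 protein for full effect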
Target sequence (O75884 whole entry, looked up): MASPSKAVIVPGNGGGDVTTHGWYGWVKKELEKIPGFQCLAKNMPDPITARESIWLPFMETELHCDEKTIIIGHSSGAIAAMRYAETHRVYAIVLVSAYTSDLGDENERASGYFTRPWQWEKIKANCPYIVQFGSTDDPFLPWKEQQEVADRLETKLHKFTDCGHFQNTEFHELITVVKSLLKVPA
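Material: RBBP9 protein. Amount: RBBP9 at 2.5 µM in dispensed solution, before mixing. Schedule: 30 min then 45 min, 25 °C. Medium: Tris buffer pH 8.0, NaCl, Pluronic. Measured by: fluorescence polarization. Measure: percent inhibition from mP, scaled between DMSO and no-protein wells. Replication: one well per compound.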
Tb hexokinase: blocks Trypanosoma brucei hexokinase 1 activity; recombinant TbHK1, G6PDH-coupled NADH A340; inhibition, % at 10 µM; actives 0.11% (n = 220,000); AID 1430;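 active means inhibition of 50% or more in the single-dose primary screen; inactive means inhibition below 50%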
Furin inh: blocks human furin protease activity; purified furin, fluorogenic substrate cleavage; inhibition, % at 30 µM; actives 0.061% (n = 220,000); P09958; in the data active means inhibition above about 25%; further: inactives centre near -15
Runt-CBFb FRET: inhibitors of human RUNX1 Runt domain binding to CBFb | Q01196+Q13951 | Cerulean-Runt/Venus-CBFb FRET ratio 530/480, 1 h | inhibition, % at 20 µM | actives 0.46% (n = 220,000) | AID 1496;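 active means inhibition over about 50% at 20 µM in the single-dose screen, limit read from the data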;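 further: 0% = DMSO wells and 100% = excess unlabeled CBFb competitor control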
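Reagent – Venus-CBFb binding partner, 100 nM · Assay system – Cerulean-tagged RUNX1 Runt domain (FRET donor) fusion protein · Input – 100 nM per protein · Incubation – two 1 h room-temperature incubations shielded from light · Measured by – FRET fluorescence · Medium – Tris buffer pH 7.5 with salts and BSA · Benchmarks – unlabeled CBFb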
NCF1 inh: inhibitors of human p47phox binding | inhibition, % at 24.7 µM | actives 0.53% (n = 220,000) | p47phox/p22phox peptide binding, fluorescence polarization, 2 h | P14598 | AID 1274;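 active means inhibition above about 30%, limit read from the data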;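 further: 0% = p47phox with labelled peptide and 100% = labelled peptide alone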
An asterisk follows results filed as active; i = inactive; x = not tested or not shown; [ ] = dose if it differs, or a comment. Outcome played no part in choosing rows, and some 2.7% of all compounds hit somewhere here.

Compound	EBV gp42 block	Runt-SMMHC FRET	m-calpain inh	p97 inhibitor	RBBP9 inh	Tb hexokinase	Furin inh	Runt-CBFb FRET	NCF1 inh
CC(=O)Nc1ccc(C(=O)OCC(=O)/C(C#N)=C(\C)N)cc1	3	1	-19	0	-4	0	-16	-1	-4
O=C(c1ccco1)N1CCN(C(=O)N2CCCC2)CC1	-3	-1	-15	3	-1	-4	-31	-1	3
O=C(N/N=C/c1ccccn1)c1cc(-c2ccccc2Cl)n[nH]1	-3	-3	0	4	-7	-1	-8	0	-14
O=C(NCC1CCCO1)c1onc(CSc2ccc(F)cc2)c1C(=O)O (stereo not given)	-7	5	-15	1	-6	1	-21[20 µM]	-1	-4
COc1cc(NCc2ccccc2O)c2ncccc2c1	-5	2	15	4	-7	-17	-7	0	4
N#CCCN(Cc1ccccc1)C(=O)Nc1ccc2c(c1)CCO2	-5	-2	13	-3	-6	-3	-20	5	0
CCCOc1ccc(N2C(=O)CC(N(Cc3ccccc3)N=O)C2=O)cc1 (stereo not given)	4	-1	17	-4	-6	-3	-7	-2	-4
Cc1ccc(C2CC(c3ccc(Cl)cc3)=NNC2=O)cc1 (stereo not given)	-21	1	22	1	-3	1	-26[20 µM]	0	-18
O=C(Cn1cnc2c(cnn2-c2ccc(Cl)cc2)c1=O)NCCc1ccccc1	-17	2	-29	-1	-5	3	-20	0	-21
COc1ccc(/C=C\c2nc(=O)c3ccccc3o2)cc1	-13	2	6	1	1	-18	-12	0	-8
Cc1nn(Cc2c(Cl)cccc2Cl)c(C)c1NC(=O)/C=C/c1cnn(C)c1C	-6	-9	-37	-3	-6	-2	-2[20 µM]	-3	0
CCC1(CC)C(=O)NC(=O)NC1=Nc1ccccc1	-15	-3	0	3	10	-5	-19	0	-5

In the list so far, two contain a cyano group:
Compound	EBV gp42 block	Runt-SMMHC FRET	m-calpain inh	p97 inhibitor	RBBP9 inh	Tb hexokinase	Furin inh	Runt-CBFb FRET	NCF1 inh
CC(=O)Nc1ccc(C(=O)OCC(=O)/C(C#N)=C(\C)N)cc1	3	1	-19	0	-4	0	-16	-1	-4
N#CCCN(Cc1ccccc1)C(=O)Nc1ccc2c(c1)CCO2	-5	-2	13	-3	-6	-3	-20	5	0

Going on with the list:
Compound	EBV gp42 block	Runt-SMMHC FRET	m-calpain inh	p97 inhibitor	RBBP9 inh	Tb hexokinase	Furin inh	Runt-CBFb FRET	NCF1 inh
O=C(CNC(=S)N(Cc1ccccc1)Cc1cccnc1)NCCN1CCOCC1	-3	-2	12	6	-6	-4	-17	2	-5
CC(C)CCn1c(CN(C)Cc2ccccc2)nc2c1c(=O)n(C)c(=O)n2C	-21	-3	-20	-9	-5	-10	-11	-6	1
Fc1ccc(-c2nnc3ccc(N4CCc5ccccc5C4)nn23)cc1	-11	-2	-122	-6	2	-8	-12	-4	-11
COc1ccccc1NC(CC(=O)c1ccccc1)C(=O)OCC(=O)c1ccc(C)c(C)c1 (stereo not given)	-4	9	5	1	4	3	-17	16	-17
CC(=O)N1CCN(S(=O)(=O)c2cccc(C(=O)NC3CCC(C)CC3)c2)CC1 (stereo not given)	0	4	-11	-2	-5	6	-7	3	-1
CCSc1nc(O)c(C2OC(=O)c3c2ccc(OC)c3OC)c(=O)n1CC (stereo not given)	-3	-5	0	2	-2	22	-14	0	2
Cc1ccccc1C(=O)NCCNc1ccc([N+](=O)[O-])cc1	-12	-3	-17	2	-2	-11	-15	2	-70
CCOC(=O)c1cc2occc2n1CC(=O)N1CCN(C(=O)c2ccco2)CC1	-22	2	-16	1	-5	1	-26	-2	-22
C=CCn1cc(C(=O)NCCOC)c(=O)c2cc(S(=O)(=O)N(CC)CC)ccc21	-16	-2	5	-5	-3	-13	-20[20 µM]	-1	0
CCCn1c(N2CCN(C(=O)Nc3ccccc3)CC2)nc2ccccc21	-11	-2	5	-3	-9	4	-16	1	2
CCn1c(-c2cc(-c3ccc(OC(C)C)cc3)nc3ccccc23)n[nH]c1=S	-10	8	-89	0	-1	-27	-22[20 µM]	-1	-15
Cn1cccc1C(=O)OCC(=O)Nc1ccc2c(c1)CCC2	-3	2	-17	2	-5	2	-11	-1	-11
Cc1ccccc1-n1c(C)cc(/C=N/NC(=O)c2ccc(CN3CCOCC3)cc2)c1C	2	1	-18	1	-1	-41	-20[20 µM]	-2	-12
O=S(=O)(O)c1ccc(N=Nc2ccccc2)cc1	-14	1	-4	4	-9	-40	-6	0	-11
COc1cc(/C=C/C(=O)OCC(=O)NCc2cccs2)ccc1OCC#N	-18	-7	-41	3	-4	-15	-12	0	0
CCc1ccc(NC(=O)CSc2nnc(SCC(=O)Nc3ccc(CC)cc3)n2N)cc1	-9	2	36	-1	-5	-16	-13[20 µM]	1	6
Cc1noc(C)c1COc1ccc(C(=O)Nc2cccnc2)cc1	-21	1	-12	-1	-5	0	-21	-2	15
COCCCC1CCN(Cc2nc(Cc3ccccc3Cl)no2)CC1	-5	-3	19	-3	-11	-1	-6	-2	-1
Cc1ccc(C(=O)c2oc3ccccc3c2NC(=O)c2cc(-c3ccccc3O)n[nH]2)cc1	-10	-18	-72	7	-2	1	-7	-17	-25
CC(C)(C)SCCNS(=O)(=O)c1ccc(Cl)cc1	10	-3	-12	2	3	-3	-21	-1	2
CCC(=O)N1CCN(c2ccccc2NC(=O)Cc2ccc(Cl)cc2)CC1	-1	1	-41	-6	-10	-2	-18[20 µM]	1	-4
COc1ccc(CCNC(=O)C2CCCN(c3nc(C)cc(C)n3)C2)cc1 (stereo not given)	12	-41	3	-4	-1	2	-15	-1	4
Cc1cccc(NC(=S)N(CCN(C)C)Cc2cc3cccc(C)c3[nH]c2=O)c1	3	3	-2	4	-7	6	-16	-1	-10
COc1ccc(CCNC(=O)CN(c2ccc(OC)c(OC)c2)S(C)(=O)=O)cc1OC	-15	-2	-3	-2	-6	-8	-17[20 µM]	-1	2
O=C(O)CCc1nc(-c2ccc(Cl)cc2)no1	0	0	-19	20*	-10	2	-23	-1	-3
O=C(COC(=O)CNC(=O)c1ccccc1)Nc1ccc(F)c([N+](=O)[O-])c1	3	-8	-11	6	2	-4	-16	1	9
Cc1ccc(C(=O)N/N=C/c2cccc(OC(=O)/C=C/c3ccco3)c2)cn1	5	2	-64	-1	-9	-11	-10	12	-12
Cc1ccccc1NC(=O)COC(=O)CNC(=O)c1sc2ccccc2c1Cl	-19	6	14	0	4	25	-14	-2	-3
CCCc1cc(-c2nc(N)ncc2-c2csc(C)n2)c(O)cc1OC	4	0	23	3	-3	-13	-12	-8	-30
CCCN(CCC)c1ncnc2c1cnn2-c1ccc(OC)cc1	-4	-3	-3	-1	-6	-4	-20[20 µM]	-2	0
COc1ccc(C(=O)N/C(=C\c2cccc([N+](=O)[O-])c2)C(=O)Nc2cccc(C(=O)O)c2)cc1	0	-3	-40	2	-1	-10	-33	0	-8
COc1ccc(OC)c(/C=N/NC(=O)CCc2n[nH]c(=O)[nH]c2=O)c1	-24	7	i	5	-3	-14	-40	3	2
CCOC(=O)C/C(C)=N/NC(=O)Nc1ccccc1	-9	-2	-5	5	-8	5	-26	0	-8
COC(=O)c1c(NC(=O)CC2Sc3ccc(C(F)(F)F)cc3NC2=O)sc(C)c1C (stereo not given)	-2	2	-10	0	-6	-9	-17	0	-4
Cn1cc(Br)c(C(=O)n2cc(Br)cn2)n1	-29	1	-29	6	10	-6	-21	-1	-6
CCN=C1NN=C(c2ccc(C)cc2)CS1	-31	-1	9	-3	0	-9	-9[20 µM]	6	-17
CCC(Sc1nc2cc3c(cc2c(=O)n1Cc1ccco1)OCO3)C(=O)Nc1cccc(OC)c1 (stereo not given)	-14	6	-10	2	1	-11	-18	0	-7
COP(=O)(OC)c1nc(-c2cccc3ccccc23)oc1NCCc1ccccc1	-3	-1	i	1	-3	27	-97	-2	-14
CC1CC(NC(=O)c2ncn[nH]2)CC(C)(C)C1 (stereo not given)	6	-4	25	-4	-10	3	-8[20 µM]	0	1
Cn1c(=O)c2c(nc(CN3CCOCC3)n2CC(=O)c2ccccc2)n(C)c1=O	x	x	x	1	-7	3	1[20 µM]	x	x
O=C(CC(c1ccc(F)cc1)c1ccco1)N1CCOCC1 (stereo not given)	-2	4	9	0	-2	40	-4[20 µM]	1	-10
CC(=O)c1cccc(-n2nnnc2SCC(=O)N2CCCC2)c1	-10	0	-9	2	-8	-4	-21[20 µM]	1	0
O=c1c2ccccc2c(-c2ccccc2)nn1Cc1ccccc1	4	1	11	7	2	-7	-12	-4	-1
C/C(=N/NS(=O)(=O)c1ccc(C)cc1)c1c(O)c2ccccc2oc1=O	-5	0	14	-6	-7	-39	-20	-2	4
O=C(CCn1c2c(c3ccccc31)CCCC2)NNC(=O)c1cccc([N+](=O)[O-])c1	-28	0	-2	7	-9	-8	-17	2	-15
COCCCNCCOCCOc1ccc(C)cc1Br	-27	-6	-5	6	-3	3	-21	1	-12
O=S(=O)(c1ccc(S(=O)(=O)N2CCCC2)cc1)N1CCCCCC1	2	4	21	4	-3	-1	-20	2	-16
CCOC(=O)N1CCN(C(=O)C(C)N(c2ccccc2)S(C)(=O)=O)CC1 (stereo not given)	-6	3	8	-1	3	0	-11	0	8
Cc1ccc(/C=C/C(=O)Nc2sc3c(c2C#N)CCCC3)o1	-18	-36	-127	5	-1	-13	1	-3	-16
CCCn1c(=N)c(C#N)cc2c(=O)n3cccc(C)c3nc21	0	x	-130	4	-7	-4	-56	x	0
O=c1[nH]c(=O)n(Cc2ccccc2)c2nc(-c3ccc(Oc4ccc(F)cc4)c([N+](=O)[O-])c3)n(CCO)c12	-6	1	-30	3	-8	-15	-6	-5	-24

Screening results deposited in PubChem by several laboratories.
